# High-throughput results: PubChem, several laboratories
# NOD2 inhibition – inhibition of NOD2-driven NF-kB reporter – cell-based, luminescence, uHTS, HEK293 (AID 1566) | HEK293 NOD2/NF-kB luciferase reporter, luminescence; higher % means a stronger effect | inhibition, % at 4 µM; hits with a dose series show EC50 in µM | 290,000 tested, 0.63% active; in the data active means inhibition above about 50%; further: many of its hits are not listed in these tables
# Insulin prom up – MIN6 insulin promoter up-regulation. MIN6 insulin promoter-GFP reporter, high-content imaging; active compounds read high. z-score at 5 µM. 190,000 tested, 0.3% active. AID 1625;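 active means z-score above 3 at 5 µM with at least 500 cells counted in the well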
# Yfh1-off respiration – mitochondrial function rescue without frataxin homolog – Friedreich's ataxia, plus single-dose screen, dose response (AID 1465) | S. cerevisiae Yfh1-off respiration, WST-1 reduction, 72 h; higher fold induction means a stronger effect | one-dose fold induction at 50 µM; EC50 in µM for titrated hits | 220,000 tested, 0.074% active;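 active means fold induction of absorbance versus untreated yeast above a set limit, then at least 30% activation at any dose in follow-up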;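 further: activators that raise dye reduction in frataxin-depleted yeast; strong numbers were not always called active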
# MT stabilize HCS – stabilizes microtubules in HeLa cells; HeLa tubulin immunostaining HCS, 24 h; share of cells brighter than vehicle mean+2SD; 200,000 tested, 0.83% active; AID 2205; % tubulin-high responders, % at 10 µM;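 active means plate Z-score above 3 for both tubulin-high and condensed-nucleus cell shares, with cell loss under 80%, at 10 µM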;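 further: anti alpha tubulin signal scored within the nucleus-defined area of each cell; some results filed as inactive read as strong as hits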
# Autophagy mod – autophagy modulation, high-content screen | AID 463193 | MEF GFP-LC3 puncta imaging; test concentration mostly 10 µM | 190,000 tested, 0.98% active | calls only at 10 µM (by protocol);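 active means percentage of spot-positive cells more than 3 SD above its plate mean, without a fluorescence outlier flag or 80% toxicity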;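 further: spot-positive cell cutoff set from DMSO-treated cells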
# M17LAP inhibition – P. falciparum M17LAP inhibitors, primary screen, biochemical, fluorogenic H-Leu-NHMec substrate, 1536-well (AID 1619) | recombinant M17LAP, H-Leu-NHMec fluorogenic kinetic assay; higher % means a stronger effect | one-dose inhibition, % at 30 µM; IC50 in µM for titrated hits | 220,000 tested, 0.38% active;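 active means compound inhibiting the enzyme by more than half at any dose during confirmatory dose-response retesting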;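 further: plate controls were full reaction with DMSO carrier for no effect and no enzyme background for full effect; strong numbers were not always called active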
# NOD1 NF-kB reporter – NOD1 signaling inhibitors, primary screen, cell-based, luminescence, uHTS (AID 1578); NOD1-driven NF-kB luciferase reporter cells, luminescence; higher % means a stronger effect; inhibition, % at 4 µM; hits with a dose series show EC50 in µM; 290,000 tested, 1% active; in the data active means inhibition mostly above about 36%, no sharp cut-off; inactive means mostly below about 34%;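 further: HEK-293T reporter cells stimulated with the NOD1 agonist gamma-tri-DAP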
# Dynein cargo inh – blocks dynein driven cargo transport along microtubules; 3617.4 mouse cells, GR-EGFP nuclear translocation imaging; test concentration mostly 20 µM; stimulated with dexamethasone, 1 µM; active compounds read low; 220,000 tested, 0.47% active; z-score, hits read low; AID 1381;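 active means plate z-score of nuclear minus cytoplasmic receptor signal below a set negative limit, without overly bright fluorescence or cell loss, cut at about -3.5 in these data, passing the limit was not always enough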;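 further: z-score of nuclear minus cytoplasmic ring GR-EGFP intensity difference per well; some compounds called inactive have numbers as strong as hits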
#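 Buffer or medium – tet-free medium with charcoal-stripped serum · Signal – automated 10x imaging of fixed Hoechst-stained cells · Also added – dexamethasone agonist, 1.0 µM final, for 30 min · Incubation – induction 48 h, compound 1 h, agonist 30 min · Read-out – GR-EGFP nuclear translocation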
# bCat nuc transl – beta-catenin nuclear translocation modulation; AID 1665; nuclear translocation activity, % at 5 µM; 190,000 tested, 0.3% active; HeLa beta-catenin nuclear translocation, immunofluorescence imaging;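 active means nuclear translocation activity above 50% at 5 µM, with a well cell count of 50 or more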;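 further: per-cell ratio of nuclear to cytoplasmic median beta-catenin stain intensity; plate controls were DMSO negative control for no effect and GSK-3 inhibitor IX positive control for full effect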
#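 Test system: human HeLa cells, endogenous beta-catenin. Times: 24 h compound exposure, 37°C. Measured by: beta-catenin immunofluorescence imaging with DAPI.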
# Dynein cargo inh cytoplasmic EGFP – recorded beside Dynein cargo inh, whose call it bears; z-score; measured here: cytoplasmic GR-EGFP intensity; active compounds read high
# Dynein cargo inh nuclear GR-EGFP – recorded beside Dynein cargo inh, whose call it bears; z-score; measured here: nuclear GR-EGFP intensity;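 lower value marks the stronger effect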
# Dynein cargo inh cell count – further read-out of Dynein cargo inh, marked with its call; z-score; measured here: cell count per field
# Insulin prom up cell count – recorded beside Insulin prom up, whose call it bears; cell count; measured here: cytotoxicity, nuclei count;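 total cells summed across four imaged fields per well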
# bCat nuc transl cell count 5 µM – further read-out of bCat nuc transl, marked with its call; cell count; measured here: cell count, cytotoxicity flag
# MT stabilize HCS Hoechst-high % – further read-out of MT stabilize HCS, marked with its call; % Hoechst-high responders; measured here: nuclear condensation Hoechst responders;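 share of cells brighter than vehicle mean plus two SD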
# MT stabilize HCS cytotoxicity % – further read-out of MT stabilize HCS, marked with its call; toxicity, %; measured here: cytotoxicity by cell density;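 0% = mean cell density of plate MIN control wells and 100% = no cells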
# Autophagy mod cell loss 18 h – recorded beside Autophagy mod, whose call it bears; toxicity, %; measured here: cell loss, nuclei count;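 cell loss after 18 h compound exposure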
# Starred values were filed as active, the others as inactive; i = inactive; . = no result given. Some of the compounds tested; the hit share may differ from the screen's.
canonical_smiles	NOD2 inhibition	Insulin prom up	Insulin prom up cell count	Yfh1-off respiration	MT stabilize HCS	MT stabilize HCS Hoechst-high %	MT stabilize HCS cytotoxicity %	Autophagy mod	Autophagy mod cell loss 18 h	M17LAP inhibition	NOD1 NF-kB reporter	Dynein cargo inh	Dynein cargo inh cytoplasmic EGFP	Dynein cargo inh nuclear GR-EGFP	Dynein cargo inh cell count	bCat nuc transl	bCat nuc transl cell count 5 µM
Cc1onc(-c2ccccc2Cl)c1C(=O)NNC(=O)C1CCN(Cc2ccccc2)CC1	10%	-0.11	1590	i	2.2	1.8	5.1	i	2	-4%	-11%	0.3	-0.17	0.17	-0.14	-2.8	1082
COc1ccc(/C=C/C(=O)N2CCN(S(=O)(=O)/C=C/c3ccccc3)CC2)cc1OC	14%	0.49	1290	i	3.1	1.7	5.2	i	-3	-2%	-7%	-0.22	-0.24	-0.096	0.026	0.3	937
O=C1Cc2cc(CCN3CCN(c4nsc5ccccc45)CC3)c(Cl)cc2N1	-4%	-0.12	1393	.	.	.	.	.	.	-6%	-10%	.	.	.	.	-2.5	1186
C/C(=N\NC(=O)c1cccc(N/N=C(\C)c2cc(O)ccc2O)c1)c1cc(O)ccc1O	19%	-4.2	1246	i	6.1	1.5	7.1	i	13	18%	-16%	0.95	-0.14	1.2	0.05	-3.7	871
C=CCN1N=C(c2ccc(NC(=O)c3ccccc3)cc2)CSC1=O	-27%	0.3	1415	i	1.8	1.7	9.7	i	-5	3%	-59%	-0.36	-0.18	0.012	-0.63	2.5	1071
O=C(NC(=S)Nc1nc(-c2ccccc2)cs1)c1cccs1	-19%	0.89	1066	i	3.4	2.8	6.7	i	8	2%	41%	-0.11	-0.2	-0.00054	0.35	0.4	1036
CC(C)(C)c1ccc2c(c1)OC(C(=O)N/N=C\c1ccc(-c3cccc(C(=O)O)c3)o1)CO2 (stereo not given)	29%	0.37	1042	i	.	.	.	.	.	7%	2%	1.5	-0.19	0.75	-0.85	-0.2	1258
CC[n+]1c(-c2ccccc2)csc1Nc1c(C)n(C)n(-c2ccccc2)c1=O	7%	-1	1488	i	3.4	1.9	10	i	8	23%	-18%	0.81	-0.24	0.35	-1.2	-2.2	1073
Cc1ccc(-n2c(N)c(C(=O)N3CCCCC3)sc2=S)cc1	-1%	-0.1	937	i	1.3	1.2	3.7	i	2	7%	-34%	-0.76	-0.32	-0.12	0.46	.	.
CCOc1ccc(CCNC(=O)C2CCC(=O)N2CCc2ccccc2)cc1OCC (stereo not given)	4%	-0.21	966	i	1.4	1.4	11	i	-7	-1%	8%	0.33	0.041	0.27	1	.	.
COc1cc2c(cc1OC)C(NC(=O)C(F)(F)F)C/C2=N\O (stereo not given)	10%	0.9	1334	i	2.6	2.3	4.6	i	2	2%	-8%	-0.51	-0.23	0.038	0.24	-2.3	1106
N#Cc1ccc(-c2cccnc2)nc1SCC(N)=O	3%	0.62	1041	i	.	.	.	.	.	-7%	0%	1.3	-0.18	1.2	-1.5	-0.4	1348
O=C(N/N=C/c1cccs1)c1ccc2ncccc2c1	-11%	.	.	i	4.5	2.6	0.8	i	8	4%	-20%	-0.95	-0.27	-0.29	0.33	0.3	1559
O=C(Nc1ccccc1N1CCOCC1)c1cc2c(s1)CCCCC2	-29%	-0.61	1332	i	3.8	3.9	8.6	i	-2	7%	-18%	0.91	-0.15	0.81	-1.1	-0.6	1161
O=C(CCSCc1ccc(Cl)cc1)NCc1cccs1	-3%	0.66	1248	i	3.2	1.4	1.7	i	-19	-1%	-5%	-0.1	-0.27	-0.073	0.17	-1.1	1102
CCOc1ccc2c(=O)c(Oc3ccccc3OCC)coc2c1	-25%	1.2	761	i	0.9	2.6	24	i	-9	3%	-3%	0.8	-0.4	0.33	-0.34	-1.5	1166
S=c1[nH]nc(Cc2ccccc2)n1-c1ccccc1	4%	.	.	i	2.0	1.4	11	i	-1	-5%	-24%	0.13	-0.17	-0.6	0.015	0.3	1028
Cc1cccc(N2C(=O)NC3(CCCCC3)C2=O)c1	-13%	-0.71	947	i	1.6	1.0	5.4	i	-16	-6%	-23%	-0.38	0.012	0.11	0.23	-1.3	1195
COc1ccc(-c2csc(NC(=O)CCS(=O)(=O)c3ccccc3)n2)c(OC)c1	-12%	-0.53	1031	i	.	.	.	.	.	6%	-13%	1.4	-0.14	0.66	-1.5	0.4	1276
Cc1nc2ccccc2c(=O)n1/N=C/C=C/c1ccccc1	8%	-0.02	1102	i	.	.	.	.	.	9%	-6%	-0.55	-0.2	-0.2	0.43	-0.4	1312
CC1CC(NNC(=O)c2ccccc2)=Nc2ccccc2N1C (stereo not given)	18%	-0.14	1234	i	1.9	2.8	9.6	i	-8	7%	-4%	-0.31	-0.3	-0.52	0.68	.	.
CCNc1c(NCC)c(=O)c1=O	7%	-0.19	1125	i	.	.	.	.	.	3%	-1%	-0.96	-0.26	-0.14	0.95	-0.7	1256
CN(C)S(=O)(=O)c1ccc(Cl)c(NC(=O)COC(=O)C2CSC3(C)CCC(=O)N23)c1 (stereo not given)	4%	-0.06	1316	i	1.8	2.2	7.9	i	-14	-5%	-21%	0.39	-0.14	0.27	0.28	-0.1	928
Cn1c(SCCS(=O)(=O)c2ccc(Cl)cc2)nnc1-c1ccccc1	-3%	0.47	1748	i	1.1	1.5	5.6	i	1	5%	1%	-0.27	-0.15	-0.21	-0.41	-1.1	1415
COc1cc(NC(=O)COC(=O)c2nc3nc(C)cc(C)n3n2)cc(OC)c1	2%	-0.48	1610	i	1.8	1.4	8.0	i	13	9%	47%	0.99	-0.16	1.6	-0.95	-3.3	1354
O=C1CN(C(=S)Nc2ccccc2Cl)CCN1	8%	0	1290	i	4.0	2.1	7.5	i	-7	3%	-37%	-0.43	-0.18	-0.19	-0.26	2.2	967
Cc1cc(C)cc(NC(=O)c2cc(C)nn2C)c1	-2%	-0.1	1222	i	2.9	4.0	1.6	i	-13	4%	-24%	-0.27	-0.31	-0.048	-0.19	.	.
CC(=O)Nc1ccc(NC(=O)Cn2c(=O)n(-c3ccc(C)cc3)c(=O)c3oc4ccccc4c32)cc1	7%	-0.26	1187	i	2.0	3.8	3.4	i	1	5%	-18%	0.086	-0.33	-0.27	0.58	-1.3	1133
O=C(Nc1nccs1)c1ccc(COc2ccc(F)cc2)o1	-33%	-0.01	1218	i	2.7	1.4	6.0	i	-11	0%	-18%	0.5	-0.16	0.18	0.012	2.9	1123
CCOc1cc(C(=S)N2CCOCC2)ccc1OS(=O)(=O)c1ccccc1	24%	0.7	1311	i	1.8	3.8	16	i	7	-11%	7%	-0.61	-0.2	-0.12	-0.88	0.2	979
CCn1c(COc2c(C)cccc2C)nnc1SCc1nc2ccccc2c(=O)[nH]1	17%	-0.22	1450	i	2.1	2.3	12	i	14	0%	-20%	-0.43	-0.32	0.1	0.57	0.5	1483
Cc1nc(C(=O)Nc2ccccc2)sc1C1(C)CC(c2cccc([N+](=O)[O-])c2)=NO1 (stereo not given)	-36%	-1.3	1009	i	.	.	.	.	.	-2%	-9%	-0.39	-0.82	-0.031	0.53	1.0	1221
O=C(Nc1ccc(F)cc1)N1CCC(c2nc3c(nnn3Cc3ccccc3Cl)c(=O)[nH]2)CC1	1%	-0.47	1103	i	3.7	1.9	10	i	-5	3%	-37%	-0.33	-0.049	0.32	0.41	-0.5	1087
O=C(c1cc(-c2ccco2)on1)N1CCN(c2ccccc2)CC1	-31%	-0.6	1873	i	4.5	2.0	5.5	i	-5	-13%	-36%	-0.98	-0.23	-0.19	0.79	3.7	1133
Cn1cccc1Cc1nnc(SCC(=O)N2CCN(c3ccccc3)CC2)n1-c1ccc(F)cc1	10%	-0.2	1038	i	7.2	2.1	6.9	i	1	2%	7%	-0.5	-0.12	-0.036	0.23	-1.2	1470
CCc1nnc(NC(=O)CSc2nnc(-c3ccccc3OC)n2-c2ccccc2)s1	11%	.	.	i	1.6	1.5	2.9	i	0	3%	-18%	-0.62	-0.24	-0.12	0.28	-4.0	534
CC(=O)Nc1c2c3c(cccc3n(C)c1=O)C(=O)c1ccccc1-2	14%	.	.	i	3.3	1.6	5.2	i	22	-6%	-4%	-0.14	-0.23	0.25	0.83	.	.
CC(=O)SCC[N+](C)(C)C	-6%	0.25	991	i	.	.	.	.	.	-11%	-9%	-0.66	-0.68	-0.033	0.23	-0.6	1247
COc1ccccc1-n1c(C)nc2cc(C(=O)O)ccc21	18%	0.64	899	i	3.2	0.6	13	i	-12	-3%	2%	-0.74	-0.43	-0.57	0.3	-2.3	995
Nc1nnc(-c2ccc(Cl)c(Cl)c2)s1	-10%	0.05	1435	i	5.4	1.9	11	i	-6	4%	-27%	-0.63	-0.2	-0.3	0.87	-2.4	1070
Cn1c(=O)n(CC(=O)NCc2cccnc2)c2ccccc21	-1%	0.42	1328	i	3.3	1.6	2.4	i	-2	11%	.	-0.32	-0.18	-0.41	1.4	.	.
